Screens (PubChem BioAssay)
Pin1 inh: inhibitors of human Pin1; Pin1 FP peptide displacement, HiFluor488, 10 min; Potency, µM (series often up to 115 µM), without a hit: top-dose activity, negative = inhibition, actives largely listed as inhibitors; Q13526; 0.009% of 390,000 active; AID 504891; active = well fitted inhibition curve with a large enough effect in the polarisation, with a control signal flat, not every such curve was filed as active; inconclusive = small, poorly fitted or top-dose-only effect, or effect the other way, or a change in a side signal; inactive = no such curve, though single readings can be large or run the other way; the % refers to the polarisation; note: potency is the fitted concentration of half-maximal effect; % is set by controls: 0 for no effect and ±100 for the full control effect
HP1b chromo inh: inhibitors of HP1-beta chromodomain binding to methylated histone tails; P83916; 0.56% of 390,000 active; AlphaScreen HP1-beta / biotin-H3K9me3 peptide binding; Potency, µM (highest dose often 114 µM), for inactives: at the highest dose activity change, negative = inhibition, actives largely listed as inhibitors; note: potency is the fitted concentration of half-maximal effect; nearly all actives have a fitted effect of over 70% in size; inactives centre near 23
Target sequence (P83916 whole entry, looked up): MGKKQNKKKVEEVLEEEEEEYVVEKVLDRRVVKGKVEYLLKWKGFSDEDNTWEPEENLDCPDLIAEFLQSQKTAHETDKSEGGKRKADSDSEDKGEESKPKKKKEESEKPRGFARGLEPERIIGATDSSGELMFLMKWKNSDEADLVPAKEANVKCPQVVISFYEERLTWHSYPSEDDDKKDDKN
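HP1-beta protein (50 nM final) preincubated 30 min at room temperature with biotinylated H3(1-18)K9me3 peptide (50 nM) in PBS pH 7.4, 0.01% Tween-20, then compound added for 30 min. AlphaScreen streptavidin donor/nickel chelate acceptor beads (10 ug/mL final), 30 min dark, luminescence read.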
BAZ2B inh: blocks human BAZ2B. AID 504333. Q9UIF8. Potency, µM (doses to about 114 µM), inactives show at the highest dose activity change, negative = inhibition, usual class: inhibitors. 4.4% of 360,000 active. AlphaScreen BAZ2B-H3K14Ac peptide displacement; note: potency is the fitted concentration of half-maximal effect; % is set by controls: 0 for no effect and ±100 for the full control effect; nearly all actives have a fitted effect of over 60% in size
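Compounds, titrated to a top concentration of 110 uM, were incubated 30 min at room temperature with preformed BAZ2B/acetyl-K14 H3 peptide complex (50 nM each). Proximity signal was measured by AlphaScreen after 20 min with beads.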
GLS inhibitor: blocks human kidney-isoform glutaminase activity; O94925; GLS enzymatic activity, qHTS titration; Potency, µM (series often up to 45.5 µM), for inactives: at the highest dose activity change, negative = inhibition, usual class: inhibitors; 0.21% of 410,000 active; AID 624170; note: potency is the fitted concentration of half-maximal effect; % is set by controls: 0 for no effect and ±100 for the full control effect
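Glutamate formation by hKGA was monitored fluorometrically using coupled glutamate oxidase, HRP and Amplex Red. Substrate was added as 1 mM L-glutamine solution; incubation was 30 min at RT after an initial read.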
ERG-DNA inh: inhibitors of human ERG Ets domain-DNA interaction. P11308. fluorescence polarization, His-ERG Ets domain / labelled DNA. Potency, µM (titrated, usually from 76.9 µM), without a hit: top-dose FP activity, negative = inhibition, hits mostly inhibitors. 0.028% of 370,000 active. AID 624246; active = well fitted inhibition curve with a large enough effect in the polarisation, with a control signal flat; inconclusive = small, poorly fitted or top-dose-only effect, or effect the other way, or a change in a side signal; inactive = no such curve, though single readings can be large or run the other way; the % refers to the polarisation;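 note: polarization taken with two DNA probes labelled with fluorescein and Texas red; potency is the fitted concentration of half-maximal effect; % of control where 0% means no effect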
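His-tagged ERG Ets domain (1 uM in the protein solution; 300mM KCl, 50mM Tris-HCl, 1mM EDTA, 1mM DTT, pH 7.5) received compound, then a probe mix of 5 nM fluorescein-DNA and 100nM Texas-615-DNA. Fluorescence polarization was read for both dyes.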
Tb PGK inh: T. brucei PGK inhibition; PGK/GAPDH coupled, Kinase-Glo luminescence, 60 min; 0.043% of 380,000 active; AID 602233; P07378; Potency, µM (doses to about 57.5 µM), for inactives: at the top dose activity change, negative = inhibition, actives largely listed as inhibitors; note: potency is the fitted concentration of half-maximal effect; % is set by controls: 0 for no effect and ±100 for the full control effect; nearly all actives have a fitted effect of over 60% in size
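Luminescent ATP detection (Kinase-Glo Plus) follows a 60-minute room-temperature incubation, with wells lacking PGK as controls. Buffer: 100 mM TEA (pH 7.6), 5 mM MgCl2, 0.01% Tween-20. Coupling enzyme GAPDH (100 nM final) supplies unstable 1,3-BPG in-well.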
PI4K2A block: blocks human PI4K2A kinase activity; Q9BTU6; purified PI4K2A, ADP-Glo luminescence, 1 h; hits give low values; activity change, negative = inhibition, % at 76.9 µM; 0.13% of 420,000 active; AID 1346378; in the data active = activity change below about -50%; inconclusive = mostly about -30% to -49%;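 note: -100% = wells without enzyme as full effect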
Target sequence (Q9BTU6 whole entry, looked up): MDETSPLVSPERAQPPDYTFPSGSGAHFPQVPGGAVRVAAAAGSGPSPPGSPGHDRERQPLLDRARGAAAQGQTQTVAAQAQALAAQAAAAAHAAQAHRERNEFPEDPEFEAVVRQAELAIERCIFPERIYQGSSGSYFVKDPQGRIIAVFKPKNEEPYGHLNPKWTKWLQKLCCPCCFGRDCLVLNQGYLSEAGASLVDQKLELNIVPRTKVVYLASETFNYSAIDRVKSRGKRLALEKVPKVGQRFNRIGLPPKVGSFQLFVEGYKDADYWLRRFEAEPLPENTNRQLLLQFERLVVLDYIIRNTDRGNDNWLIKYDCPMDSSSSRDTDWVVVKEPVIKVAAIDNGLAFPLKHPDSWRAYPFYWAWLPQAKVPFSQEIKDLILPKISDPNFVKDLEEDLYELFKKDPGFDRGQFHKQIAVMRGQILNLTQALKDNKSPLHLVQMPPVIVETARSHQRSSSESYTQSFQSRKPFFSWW
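PI4K2A activity was measured by ADP-Glo luminescence: enzyme (4 ug/mL stock) and phosphatidylinositol (1.2 mM stock) in Tris pH 7.5/MgCl2/EGTA/Triton X-100 buffer were reacted with ATP (300 microM stock) for one hour at ambient temperature.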
G9a inh: blocks human histone lysine methyltransferase G9a. Q96KQ7. G9a H3K9 monomethylation, AlphaScreen, 2 h. Potency, µM (highest dose often 102 µM), for the others: at the highest dose activity, negative = inhibition, actives largely listed as inhibitors. 8.8% of 350,000 active. AID 504332; note: potency is the fitted concentration of half-maximal effect; % is set by controls: 0 for no effect and ±100 for the full control effect; nearly all actives have a fitted effect of over 75% in size
Target sequence (Q96KQ7 913-1193 limits assumed): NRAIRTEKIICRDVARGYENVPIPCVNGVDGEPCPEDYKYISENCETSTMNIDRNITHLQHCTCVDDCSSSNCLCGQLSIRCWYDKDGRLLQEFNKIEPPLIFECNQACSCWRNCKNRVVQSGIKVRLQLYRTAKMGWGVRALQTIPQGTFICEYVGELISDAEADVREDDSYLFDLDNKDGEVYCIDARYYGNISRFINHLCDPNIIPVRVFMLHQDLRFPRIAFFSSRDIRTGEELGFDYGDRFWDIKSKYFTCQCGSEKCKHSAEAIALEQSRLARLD
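AlphaScreen detection with an anti-monomethyl H3K9 antibody quantified product after a 2 h room-temperature reaction containing 500 nM biotinylated H3K9 peptide, 20 µM SAM and 20 nM enzyme, which had been preincubated 15 min with compound.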
JMJD2A Tudor: blocks the human JMJD2A Tudor domain; O75164; AlphaScreen JMJD2A-Tudor / H3K4me3 peptide binding; Potency, µM (doses to about 114 µM), inactives show at the top dose activity change, negative = inhibition, actives largely listed as inhibitors; 4.4% of 390,000 active; note: potency is the fitted concentration of half-maximal effect; % is set by controls: 0 for no effect and ±100 for the full control effect; nearly all actives have a fitted effect of over 50% in size
* = called active by the depositor; [ ] = remark or other dose. Unless noted, calls come from the whole dose curve; as a rule, active = well fitted curve in the direction sought with a large enough effect; inconclusive = small, poorly fitted or top-dose-only effect, or another doubt; inactive = no such curve, though single readings can be large; an effect the other way counts as inactive or inconclusive. Rows were taken by chance; 11% or so of the library scored in one or more.

Results for CCCN1C(=O)c2cc(C(=O)O)ccc2C1O (stereo unspecified) ?
Pin1 inh: 1%; HP1b chromo inh: 18%; BAZ2B inh: 56µM*; GLS inhibitor: -13%; ERG-DNA inh: 0%; Tb PGK inh: -6%; PI4K2A block: 4; G9a inh: inconclusive; JMJD2A Tudor: 89µM*

How did O=C(Nc1cccc(C(F)(F)F)c1)/C(=C/c1ccco1)NC(=O)c1cccs1 do in these assays?
Pin1 inh: 60%[activator]; HP1b chromo inh: 0%; BAZ2B inh: 9%; GLS inhibitor: 16%; ERG-DNA inh: 35%[activator]; Tb PGK inh: -8%; PI4K2A block: -1; G9a inh: 30%[12.7 µM]; JMJD2A Tudor: -17%

How did COc1cc2cc(CN(CCc3ccccc3C)C(=S)NCCCN3CCOCC3)c(=O)[nH]c2cc1OC do in these assays?
Pin1 inh: inconclusive; HP1b chromo inh: 28%; BAZ2B inh: -30%; GLS inhibitor: 9%; ERG-DNA inh: -1%; Tb PGK inh: 7%; PI4K2A block: 0; JMJD2A Tudor: -28%

How did CCOc1ccccc1-n1nnc(-c2nc(-c3ccccc3C)no2)c1C do in these assays?
Pin1 inh: 0%; HP1b chromo inh: 62%[activator]; BAZ2B inh: 6%; GLS inhibitor: 3%; ERG-DNA inh: -2%; Tb PGK inh: inactive; PI4K2A block: -3; G9a inh: 5%[59 µM]; JMJD2A Tudor: 13%

Results for O=C(NC1CCCCC1)C1CC=CCC1C(=O)OCC(Cl)=C(Cl)Cl (stereo unspecified) ?
Pin1 inh: 1%; HP1b chromo inh: 17%; BAZ2B inh: -3%; GLS inhibitor: 6%; ERG-DNA inh: -2%; Tb PGK inh: -1%; PI4K2A block: -5; G9a inh: 56%[activator][12.7 µM]; JMJD2A Tudor: 8%

What do the screens show for `CC1(C)CC(=O)C=C(Nc2ccccc2NC(=O)c2cnccn2)C1`?
Pin1 inh: -5%; HP1b chromo inh: 29%; BAZ2B inh: 11%; GLS inhibitor: 17%; ERG-DNA inh: 12%; Tb PGK inh: -7%; PI4K2A block: 2; G9a inh: 6%[59 µM]; JMJD2A Tudor: -2%

Results for CC(=Nc1ccc2c(c1)nc(CO)n2C)C1=C(O)CC(C)(C)CC1=O ?
Pin1 inh: 2%; HP1b chromo inh: 15%; BAZ2B inh: -5%; GLS inhibitor: 0%; ERG-DNA inh: -1%; Tb PGK inh: -5%; PI4K2A block: -12; G9a inh: inconclusive; JMJD2A Tudor: -21%

Results for CCN1C[C@@H]2[C@@H]3C(=O)N(Cc4ccccc4)C(=O)[C@@H]3[C@](CC)(C1=O)N2C(=O)c1ccc(Br)cc1 ?
Pin1 inh: -5%; HP1b chromo inh: 27%; GLS inhibitor: 0%; ERG-DNA inh: 16%; Tb PGK inh: -3%; PI4K2A block: 4; JMJD2A Tudor: -21%

How did Cc1cc2c(SCc3ccccc3Cl)nc(N)nc2nc1C do in these assays?
Pin1 inh: inconclusive; HP1b chromo inh: 18%; GLS inhibitor: -19%; ERG-DNA inh: 23%; Tb PGK inh: inactive; PI4K2A block: 6; JMJD2A Tudor: -16%

Results for COc1ccc(S(=O)(=O)N2CCCCCC2)cc1NC(=O)Cc1ccccc1 ?
Pin1 inh: 11%; HP1b chromo inh: 8%; BAZ2B inh: -3%; GLS inhibitor: 2%; ERG-DNA inh: 1%; Tb PGK inh: inactive; PI4K2A block: 4; G9a inh: 10%; JMJD2A Tudor: -12%

How did COc1ccccc1CN1CC(C(=O)NCCC2=CCCCC2)CCC1=O (stereo unspecified) do in these assays?
Pin1 inh: -2%; HP1b chromo inh: 18%; BAZ2B inh: -9%; GLS inhibitor: 9%; ERG-DNA inh: 5%; Tb PGK inh: -8%; PI4K2A block: -1; JMJD2A Tudor: -8%

What do the screens show for `CC(=O)N1c2ccc(S(=O)(=O)NCCC(=O)NCCc3ccc(Cl)cc3)cc2CC1C` (stereo unspecified)?
Pin1 inh: -2%; HP1b chromo inh: 44%[activator]; BAZ2B inh: -32%; GLS inhibitor: 2%; ERG-DNA inh: 19%; Tb PGK inh: 0%; PI4K2A block: 8; G9a inh: -2%; JMJD2A Tudor: 1%

Results for Cc1cccc(NC(=O)C(C)n2cc([N+](=O)[O-])cn2)n1 (stereo unspecified) ?
Pin1 inh: -6%; HP1b chromo inh: -6%; BAZ2B inh: -12%; GLS inhibitor: 0%; ERG-DNA inh: 0%; Tb PGK inh: inactive; PI4K2A block: 1; G9a inh: -14%; JMJD2A Tudor: -19%

How did Cc1ccc(Cl)cc1-n1c(SCC(=O)NCCC2=CCCCC2)nc2n[nH]c(C)c2c1=N do in these assays?
Pin1 inh: 5%; HP1b chromo inh: 30%; BAZ2B inh: -12%; GLS inhibitor: -9%; ERG-DNA inh: 3%; Tb PGK inh: -2%; PI4K2A block: 2; G9a inh: 19%; JMJD2A Tudor: 6%

How did O=C(NC1CCCCC1)C(c1cccnc1)N(C(=O)c1csnn1)c1ccccc1F (stereo unspecified) do in these assays?
Pin1 inh: 4%; HP1b chromo inh: 43%[activator]; BAZ2B inh: 1%; GLS inhibitor: -6%; ERG-DNA inh: 1%; Tb PGK inh: -3%; PI4K2A block: -3; G9a inh: 15%; JMJD2A Tudor: 10%

What do the screens show for `COc1cccc(C(=O)c2c[nH]c(C(=O)NCc3cccnc3)c2)c1`?
Pin1 inh: -12%; HP1b chromo inh: 34%; BAZ2B inh: -31%; GLS inhibitor: -3%; ERG-DNA inh: 9%; Tb PGK inh: -7%; PI4K2A block: 4; G9a inh: -2%; JMJD2A Tudor: -7%

How did COC(=O)N/N=C(\C)c1ccc(-n2ccnc2)cc1 do in these assays?
Pin1 inh: 11%; HP1b chromo inh: 44%[activator]; BAZ2B inh: -7%; GLS inhibitor: 15%; ERG-DNA inh: 3%; Tb PGK inh: -1%; PI4K2A block: -1; G9a inh: 11%; JMJD2A Tudor: 9%

What do the screens show for `CCOC(=O)C(C)Oc1ccc2c(-c3cccc([N+](=O)[O-])c3)cc(=O)oc2c1` (stereo unspecified)?
Pin1 inh: -1%; HP1b chromo inh: 6%; BAZ2B inh: -13%; GLS inhibitor: -10%; ERG-DNA inh: 7%; Tb PGK inh: -2%; PI4K2A block: -6; G9a inh: 35µM*; JMJD2A Tudor: -25%

How did CCOC(=O)c1sc(-c2cccc([N+](=O)[O-])c2)cc1N do in these assays?
Pin1 inh: 6%; HP1b chromo inh: -9%; BAZ2B inh: -20%; GLS inhibitor: 11%; ERG-DNA inh: -11%; Tb PGK inh: -4%; PI4K2A block: -1; G9a inh: inconclusive; JMJD2A Tudor: -8%[11.4 µM]

What do the screens show for `CCn1c(CNC(C)=O)nnc1SCC(=O)c1ccc(Br)cc1`?
Pin1 inh: 2%; HP1b chromo inh: -19%; BAZ2B inh: -3%; GLS inhibitor: 7%; Tb PGK inh: -1%; PI4K2A block: 5; G9a inh: 11µM*; JMJD2A Tudor: 56µM*

What do the screens show for `CC(C)N(Cc1nc(-c2ccccc2)no1)C(=O)c1ccc(Cl)cc1`?
Pin1 inh: 4%; HP1b chromo inh: 56%[activator]; BAZ2B inh: 12%; GLS inhibitor: 10%; ERG-DNA inh: -7%; Tb PGK inh: 4%; PI4K2A block: -3; G9a inh: -7%; JMJD2A Tudor: 23%

What do the screens show for `O=C1NC2(CCCCC2)C(=O)N1CC(=O)N1CCc2ccccc21`?
Pin1 inh: 2%; HP1b chromo inh: 9%; GLS inhibitor: -16%; ERG-DNA inh: 6%; Tb PGK inh: 3%; PI4K2A block: -3; JMJD2A Tudor: -8%

Results for CCCCN(C)C(=O)CSc1nc2ccccc2nc1Cc1ccc(C)cc1 ?
Pin1 inh: 48%[activator]; HP1b chromo inh: 63%[activator][57 µM]; BAZ2B inh: 84%[activator]; GLS inhibitor: 7%; ERG-DNA inh: 0%; Tb PGK inh: -4%; PI4K2A block: 0; G9a inh: 18%[59 µM]; JMJD2A Tudor: 44%[activator]

Results for Cc1ccc(CNC(=O)c2c[nH]n3c(=O)c(Cc4ccc(Cl)cc4)c(C)nc23)cc1 ?
Pin1 inh: inconclusive; HP1b chromo inh: 34%; BAZ2B inh: -15%; GLS inhibitor: 4%; ERG-DNA inh: -3%; Tb PGK inh: -8%; PI4K2A block: 5; G9a inh: 25%[59 µM]; JMJD2A Tudor: -33%

What do the screens show for `O=C(COC(=O)c1ccc(O)cc1O)NC1CC1`?
Pin1 inh: -16%; HP1b chromo inh: 51%; BAZ2B inh: 14%; GLS inhibitor: 23%; ERG-DNA inh: 1%; Tb PGK inh: inactive; PI4K2A block: -3; G9a inh: 17%[59 µM]; JMJD2A Tudor: -5%

What do the screens show for `CCOC(=O)C(C)Oc1cccc2c(=O)n(CC(=O)NCc3ccccc3)ccc12` (stereo unspecified)?
Pin1 inh: 0%; HP1b chromo inh: 12%; BAZ2B inh: -1%; GLS inhibitor: 8%; ERG-DNA inh: 4%; Tb PGK inh: 3%; PI4K2A block: 1; G9a inh: 26%; JMJD2A Tudor: -8%
